Bioassay records as filed in PubChem BioAssay.
CHRM4 agonist: CHRM4 agonism in calcium assay; P08173; activation, % at 3 µM; 0.14% of 360,000 active; AID 624127; CHO-K1 hM4/Gqi5, Fluo-8 calcium fluorescence; vehicle 0%, full acetylcholine response 100%;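 active = activation above the run mean over all test wells plus 3 SD, cut at about 32% in these data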;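 note: peak over basal fluorescence ratio per well then scaled between controls; 0% = DMSO wells and 100% = acetylcholine at EC100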
Target sequence (P08173 whole entry, looked up): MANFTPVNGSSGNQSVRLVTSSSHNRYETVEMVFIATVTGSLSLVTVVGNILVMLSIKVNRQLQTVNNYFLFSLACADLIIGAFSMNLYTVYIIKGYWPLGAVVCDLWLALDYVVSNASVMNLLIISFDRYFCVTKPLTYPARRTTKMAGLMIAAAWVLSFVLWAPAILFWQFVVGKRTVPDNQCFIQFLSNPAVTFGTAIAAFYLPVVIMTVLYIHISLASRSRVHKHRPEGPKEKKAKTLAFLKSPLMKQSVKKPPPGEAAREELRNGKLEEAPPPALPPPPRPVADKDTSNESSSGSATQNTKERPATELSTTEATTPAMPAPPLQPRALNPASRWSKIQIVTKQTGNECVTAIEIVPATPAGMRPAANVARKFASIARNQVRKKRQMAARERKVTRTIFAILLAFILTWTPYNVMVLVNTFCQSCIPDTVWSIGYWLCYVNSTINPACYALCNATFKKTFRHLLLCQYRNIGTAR
CHRM5 antagonist: CHRM5 antagonism in calcium assay; CHO-hM5 cells, Fluo-8 calcium fluorescence, ACh EC80; P08912; inhibition, % at 3 µM; 0.59% of 360,000 active;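 active = inhibition above a per-plate cutoff, the mean of that plate's test compounds plus 3 SD, cut at about 27% in these data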;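 note: 0% = acetylcholine EC80 with DMSO and 100% = DMSO without agonist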
CHRM4 antagonist: blocks acetylcholine activation of human M4 receptor; P08173; CHO-hM4 cells, ACh EC80, Fluo-8 calcium fluorescence; inhibition, % at 3 µM; 0.73% of 360,000 active;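 active = inhibition above its plate's cutoff, the mean inhibition of sample wells plus 3 SD, cut at about 27% in these data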;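 note: 0% = acetylcholine EC80 with DMSO and 100% = DMSO without agonist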
M4 PAM: potentiates acetylcholine response at human M4 receptor; activation, % at 3 µM; P08173; 0.4% of 360,000 active; CHO-K1 hM4/Gqi5, Fluo-8 calcium fluorescence, ACh EC20; 0% = ACh EC20, 100% = maximal ACh; AID 624126;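 active = activation above its plate's cutoff, the mean activation of sample wells plus 3 SD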; note: some results filed as inactive read as strong as hits
CRFBP-R2 agonist: CRF-BP/CRF-R2 complex agonism; HEK293 CRF-R2/CRF-BP, calcium dye fluorescence (FLIPR); percent of saturating CRF peptide response; activation, % at 13.2 µM; 0.46% of 350,000 active;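 active = activation of at least 50%, plus an integration ratio under a set limit after plate pattern correction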;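 note: plate controls were neutral control wells without compound for no effect and CRF at EC100 for full effect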
M5 ag: CHRM5 agonism in calcium assay. P08912. CHO-K1 hM5 cells, Fluo-8 calcium fluorescence; 0% DMSO wells, 100% maximal acetylcholine response. activation, % at 3 µM. 0.19% of 360,000 active. AID 624037;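 active = activation above the run's mean over test compounds plus 3 SD, cut at about 23% in these data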;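 note: signal is peak over basal fluorescence ratio across the kinetic read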
M5 PAM: positive allosteric modulators of human muscarinic M5 receptor; CHO-K1 hM5, Fluo-8 calcium, ACh EC20 PAM; 0% = ACh EC20, 100% = ACh EC100; activation, % at 3 µM; P08912; AID 624038; 0.3% of 360,000 active;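 active = activation above the run cutoff, the mean activation of all test compounds plus 3 SD, cut at about 18% in these data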
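system = human M5 receptor in CHO-K1 cells | reagent = EC20 acetylcholine as agonist stimulus | compound dosing = single-point, 3 µM nominal | incubation = Fluo-8 loading 80 min at 37 °C plus 30 min room temperature | detection = Fluo-8 calcium dye fluorescence, kinetic read | benchmarks = low control EC20 acetylcholine (0%), high control EC100 acetylcholine (100%)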
CHRM1 PAM: human CHRM1 positive allosteric modulation. P11229. activation, % at 3 µM. CHO-K1 hM1, Fluo-8 calcium fluorescence, ACh EC20; 0% = ACh EC20, 100% = maximal ACh. 0.088% of 360,000 active; in the data active = activation above about 19%, passing the limit was not always enough
Target sequence (P11229 whole entry, looked up): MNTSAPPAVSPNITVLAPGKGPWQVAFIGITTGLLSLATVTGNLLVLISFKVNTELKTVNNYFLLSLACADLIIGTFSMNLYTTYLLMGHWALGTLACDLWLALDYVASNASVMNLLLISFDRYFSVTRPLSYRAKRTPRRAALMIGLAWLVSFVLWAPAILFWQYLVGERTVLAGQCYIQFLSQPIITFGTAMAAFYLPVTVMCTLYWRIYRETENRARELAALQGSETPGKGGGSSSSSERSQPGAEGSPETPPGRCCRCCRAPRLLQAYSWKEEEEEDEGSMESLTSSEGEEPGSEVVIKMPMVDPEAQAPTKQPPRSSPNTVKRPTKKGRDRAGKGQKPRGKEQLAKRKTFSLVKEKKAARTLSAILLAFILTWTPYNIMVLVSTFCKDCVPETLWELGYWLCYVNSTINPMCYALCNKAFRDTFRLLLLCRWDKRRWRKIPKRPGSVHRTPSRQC
M1 antag: antagonists of human M1 muscarinic receptor; 1.3% of 360,000 active; AID 588852; inhibition, % at 3 µM; CHO-K1 hM1, Fluo-8 calcium fluorescence, ACh EC80 antagonist; P11229;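 active = percent inhibition above its own plate's cutoff, namely the mean of that plate's compound wells plus 3 SD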;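 note: peak over basal fluorescence ratio during 140 s after agonist addition; 0% = ACh EC80 plus DMSO and 100% = DMSO alone without agonist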
* = called active by the depositor; / = not tested or not shown.

#	SMILES	CHRM4 agonist	CHRM5 antagonist	CHRM4 antagonist	M4 PAM	CRFBP-R2 agonist
1	COC(=O)C1=C(c2ccc3ccccc3c2)C[C@@H]2CC[C@H]1N2C(=O)N1CCOCC1	1	-1	-11	13	-5.2
2	Cc1ccnc(-n2c(-c3ccco3)nc3ccccc3c2=O)c1	1	5	3	0	0.8
3	O=C1NC(=O)C(CCc2ccncc2)(CCc2ccncc2)C(=O)N1Cc1ccc(F)cc1	1	4	-2	7	7.1
4	CCCCn1c(O)c(C(C)=NCc2ccc(F)cc2)c(=O)[nH]c1=O	1	-7	-26	6	-1.1
5	Cc1ccccc1OCCCn1cc(C(=O)C(=O)N2CCOCC2)c2ccccc21	12	3	-17	-2	-2.8
6	COc1ccc(Cn2c(N)c(C(=O)NCc3ccco3)c3nc4ccccc4nc32)cc1	6	5	7	-3	12
7	CNC(=S)N(C)CCc1cc2c(c(OC)c1/C=C1/C(=O)NC(=O)N(C)C1=O)OCO2	0	-10	-7	10	0.8
8	COc1ccc(CCN(C)Cc2ccc(F)cc2F)cc1OC	1	-7	-12	10	-1.8
9	CC(=O)O[C@@]12CO[C@@H]1C[C@H](O)[C@@]1(C)C(=O)[C@H](O)C3=C(C)[C@@H](O)C[C@@](O)([C@@H](OC(=O)c4ccccc4)C12)C3(C)C (some centres not stated)	1	4	-10	4	-1.2
10	Cc1ccccc1-n1c(O)c(C=Nc2ccc(N(C)C)cc2)c(=O)[nH]c1=O	1	-5	2	5	3.3
11	Cc1nc2sccc2c(=O)n1-c1ccccc1Cl	0	-3	-14	4	-5.4
12	Cc1oc(-c2ccc(F)cc2F)nc1CN1C[C@@H]2C[C@@H](C1)c1cccc(=O)n1C2	1	4	-6	0	1.3

#	M5 ag	M5 PAM	CHRM1 PAM	M1 antag
1	1	5	13	-8
2	-1	-3	4	-2
3	-1	-5	9	7
4	-2	-3	1	-3
5	1	1	9	-4
6	4	4	11	-14
7	-4	7	8	-17
8	0	3	0	8
9	-1	-2	0	-6
10	-1	7	5	-3
11	-1	5	1	-6
12	-2	0	7	0

(listing goes on)
#	SMILES	CHRM4 agonist	CHRM5 antagonist	CHRM4 antagonist	M4 PAM	CRFBP-R2 agonist
13	Cc1cc(OCC(=O)N[C@H](C(=O)O)c2ccccc2)c2c3c(c(=O)oc2c1)CCC3	0	3	7	-3	-0.5
14	OCCNCCc1c[nH]c2ccc(OCc3ccccc3)cc12	2	2	-4	1	-0.7
15	CS(=O)(=O)NNP(=O)(NNS(C)(=O)=O)NC(=O)c1ccccc1	1	-3	3	11	0.6
16	FC(F)(F)c1cccc(NC2=NCCCS2)c1	0	14	11	-12	-2.0
17	Nc1ccccc1C(=O)OC1CSC1	-1	-2	1	-9	1.4
18	COC(=O)C1=C(c2cccc(OCc3ccccc3)c2)C[C@@H]2CC[C@H]1N2C(=O)NCc1cccc(C(F)(F)F)c1	3	10	9	0	-0.1
19	CCOC(=O)C(O)(c1ccc(NC(=O)NC)cc1)C(F)(F)F (configuration not stated)	1	0	-3	-3	0.5
20	Cn1c(O)c(Cc2cccc(Cl)c2Cl)c(=O)n(C)c1=O	8	5	1	-5	-1.6
21	C/C(=C\c1ccc(N(C)C)cc1)[N+](=O)[O-]	7	3	14	-1	5.8
22	CC(Cc1ccccc1)NC(=O)/C=C/c1ccc(Cl)cc1 (configuration not stated)	0	0	5	-8	-0.8
23	CCC(=NCc1cc(OC)cc(OC)c1)c1c(O)n(C2CCCCC2)c(=O)[nH]c1=O	5	6	-5	3	1.6
24	O=C(N[C@H]1CP(=O)(Oc2ccccc2)O[C@H](COCc2ccccc2)[C@H]1O)C(Cl)(Cl)Cl (some centres not stated)	8	-4	-13	-1	-1.2

#	M5 ag	M5 PAM	CHRM1 PAM	M1 antag
13	1	-4	2	-9
14	-2	-2	4	-6
15	-2	6	10	-12
16	-6	-6	-8	11
17	4	-3	-3	4
18	1	-4	-12	12
19	5	1	9	-14
20	0	-6	2	3
21	6	-1	-5	13
22	-3	-5	3	-7
23	0	1	4	-3
24	7	3	6	-14

Further structures follow:
#	SMILES	CHRM4 agonist	CHRM5 antagonist	CHRM4 antagonist	M4 PAM	CRFBP-R2 agonist
25	N#CC1=C(N)Oc2c(c(=O)sc3ccccc23)C1c1cccnc1 (configuration not stated)	0	-2	1	1	0.4
26	CN(CC=CCN(C)P(=S)(N1CC1)N1CC1)P(=S)(N1CC1)N1CC1	1	13	-4	2	2.9
27	N[C@@H](Cc1c[nH]c2ccccc12)c1nnc(SCc2ccccc2)o1	3	3	1	-5	-0.5
28	CC(=O)N1N=C(c2cccnc2)CC1c1ccccc1O (configuration not stated)	1	-5	-4	6	-2.2
29	C=C[C@@H]1C2=CCOC(=O)C2=CO[C@H]1O[C@@H]1O[C@H](CO)[C@@H](O)[C@H](O)[C@H]1O	1	1	2	4	-1.2
30	CCC(C)C(=O)N[C@@H](c1ccccc1)[C@@H](O)C(=O)O[C@H]1C[C@@]2(O)[C@@H](OC(=O)c3ccccc3)C3[C@](C)(C(=O)[C@H](OC(C)=O)C(=C1C)C2(C)C)[C@@H](O)C[C@H]1OC[C@@]31OC(C)=O (some centres not stated)	1	2	-10	9	-2.3
31	COCCCN1CCN(c2nnc3n2-c2sc(Br)cc2C(c2ccccc2Cl)=NC3)CC1	2	11	10	-4	1.0
32	COc1cc(OC)c(OC)cc1/C=C1\C(=O)NC(=O)N(Cc2ccccc2)C1=O	2	12	-1	-4	-1.3
33	CCOC(=O)CC(SP1(=S)OCC2(CCCCO2)C(C2CCCCO2)O1)C(=O)OCC (configuration not stated)	2	13	-8	3	0.0
34	CCCN1CCc2cccc3c2[C@H]1Cc1ccc(O)c(O)c1-3	8	6	6	-1	1.1
35	CC(C)(C)c1ccc(C(=O)C2CCCN(C3CCC3)C2)cc1 (configuration not stated)	2	6	32*	-24	2.3
36	Nc1cccc2c1Cc1cc([N+](=O)[O-])ccc1-2	5	11	-1	8	62*

#	M5 ag	M5 PAM	CHRM1 PAM	M1 antag
25	6	-1	7	1
26	-2	-6	6	-2
27	1	0	7	-2
28	-9	-8	4	-2
29	6	3	9	-14
30	0	-4	0	-6
31	-5	-3	-2	9
32	-1	-4	13	-14
33	1	4	10	-15
34	10	12	7	-24
35	-15	-1	-22	52*
36	3	2	2	-9

Reprinted at random: two compounds from above.
#	SMILES	CHRM4 agonist	CHRM5 antagonist	CHRM4 antagonist	M4 PAM	CRFBP-R2 agonist
34	CCCN1CCc2cccc3c2[C@H]1Cc1ccc(O)c(O)c1-3	8	6	6	-1	1.1
31	COCCCN1CCN(c2nnc3n2-c2sc(Br)cc2C(c2ccccc2Cl)=NC3)CC1	2	11	10	-4	1.0

#	M5 ag	M5 PAM	CHRM1 PAM	M1 antag
34	10	12	7	-24
31	-5	-3	-2	9

Other structures:
#	SMILES	CHRM4 agonist	CHRM5 antagonist	CHRM4 antagonist	M4 PAM	CRFBP-R2 agonist
37	C/C(=N\N1CCCCCC1)c1c(O)n(-c2ccccc2)c(=O)[nH]c1=O	1	4	1	-1	2.1
38	COc1ccc(-n2c(O)c(C(C)=NCCN3CCNCC3)c(=O)[nH]c2=O)cc1	0	5	-7	10	2.1
39	COC(=O)C1=CO[C@@H](C)[C@@H]2CN3CC[C@]4(C(=O)Nc5ccccc54)[C@@H]3C[C@H]12	0	0	0	2	-0.9
40	CCCCNC(C)Cc1ccccc1 (configuration not stated)	1	-6	-7	-1	-0.5
41	Cc1ccc2nc(-c3ccc(CN4CCC(n5c(=O)[nH]c6ccccc65)CC4)cc3)c(-c3ccccc3)nc2c1	12	11	11	-5	/
42	CN1C2CNC(=O)CC1C1CCC2C1 (configuration not stated)	0	14	-1	9	3.5
43	Cc1ccc(N=C(/N=C(\N)N[N+](=O)[O-])Nc2ccc(C)cc2)cc1	1	-11	3	-4	0.1
44	COc1ccc(OC)c(N2C(=O)NC(=O)/C(=C\c3ccc([N+](=O)[O-])s3)C2=O)c1	8	8	-12	-10	-1.3
45	CC1(C)CC(=O)C(C=NCCN2CCN(C(=O)Cc3ccc(F)cc3)CC2)=C(O)C1	1	-1	7	2	1.7
46	C=CCn1c(O)c(/C(C)=N/N2CCCCC2)c(=O)[nH]c1=O	1	2	-2	-8	-0.4
47	N/C(=N/[N+](=O)[O-])N1CCN(C(=O)c2ccc(Cl)cc2)CC1	0	10	4	-1	-0.8
48	c1ccc2c[n+](CCCCCCCCCC[n+]3ccc4ccccc4c3)ccc2c1	1	3	27*	-10	/

#	M5 ag	M5 PAM	CHRM1 PAM	M1 antag
37	-1	-1	9	-9
38	-1	-5	7	-10
39	1	3	5	-2
40	0	3	-2	-2
41	27*	-16	/	/
42	2	-1	9	-13
43	-3	10	8	-3
44	6	-6	1	3
45	-3	0	3	-8
46	9	-1	3	-3
47	-3	-9	1	-1
48	-7	-16	/	/

(next part)
#	SMILES	CHRM4 agonist	CHRM5 antagonist	CHRM4 antagonist	M4 PAM	CRFBP-R2 agonist
49	CCCc1nc2ccccc2c(=O)n1-c1ccccc1OC	-1	0	2	-4	-0.7
50	CCCCn1nnnc1C(c1ccc(OC)cc1)N1CCC2(CC1)C(=O)NCN2c1ccccc1 (configuration not stated)	2	-14	-21	-2	/
51	CCOC(=O)C1(CCCc2ccccc2)CCN(C2CCC2)CC1	2	7	-1	-6	-2.2
52	COC(=O)C1=C(c2ccc(OC(F)(F)F)cc2)C[C@@H]2CC[C@H]1N2C(=O)NCCNC(C)=O	0	4	-1	2	-2.4
53	O=C1NC(=S)N(c2ccc(F)cc2)C(=O)/C1=C/c1ccccc1O	15	12	7	-9	-0.6
54	CN1C(=O)/C(=C\c2ccc(Br)s2)C(=O)NC1=S	3	1	-5	-7	3.1
55	CC(=O)N(C)CC#CCN1CCC(O)CC1	1	11	11	0	4.7
56	C[C@]12CCC3C(CC[C@H]4[C@H](O)[C@H](O)CC[C@]34C)C1CCC2=O (some centres not stated)	1	7	-9	5	1.6
57	CC1CCC(NCCc2ccc3c(c2)OCO3)CC1 (configuration not stated)	2	-2	32*	-12	-0.3
58	CCOP(=O)(Cc1ccc(C(=O)CC)o1)OCC	0	7	7	-8	-0.9

#	M5 ag	M5 PAM	CHRM1 PAM	M1 antag
49	-2	-7	3	0
50	1	7	-2	9
51	-9	1	2	-6
52	-8	5	-14	6
53	1	-8	-1	4
54	2	4	14	-21
55	2	7	2	3
56	3	2	10	-14
57	-6	-12	-30	34*
58	3	9	10	-19

Among those listed so far, three have a furan ring, fused or not.
#	SMILES	CHRM4 agonist	CHRM5 antagonist	CHRM4 antagonist	M4 PAM	CRFBP-R2 agonist
2	Cc1ccnc(-n2c(-c3ccco3)nc3ccccc3c2=O)c1	1	5	3	0	0.8
6	COc1ccc(Cn2c(N)c(C(=O)NCc3ccco3)c3nc4ccccc4nc32)cc1	6	5	7	-3	12
58	CCOP(=O)(Cc1ccc(C(=O)CC)o1)OCC	0	7	7	-8	-0.9

#	M5 ag	M5 PAM	CHRM1 PAM	M1 antag
2	-1	-3	4	-2
6	4	4	11	-14
58	3	9	10	-19

A portion of the library. The share of hits here may be higher or lower than overall.
